From PubChem
human PMI inhibitors = MPI inhibition at elevated mannose 6-phosphate – biochemical, fluorescence intensity, high mannose 6-phosphate, primary screen (AID 1220) | 190,000 tested, 0.66% active | inhibition, % at 20 µM, or IC50 in µM where a hit was titrated | recombinant PMI enzyme, coupled fluorescence intensity; higher % means a stronger effect
West Nile virus CPE = West Nile virus antiviral activity, cell-based, CPE readout (AID 1621); West Nile virus-infected cells, CPE inhibition; higher % means a stronger effect; CPE inhibition, % at 10 µM, or IC50 in µM where a hit was titrated; 290,000 tested, 0.02% active; in the data active means a potency from the dose series; inconclusive means CPE inhibition mostly from about 3.7% at the one dose, without a potency; inactive means the rest, 99 in 100 with CPE inhibition below about 2.2%; further: strong numbers were not always called active
M17LAP inhibition = P. falciparum M17LAP inhibitors, primary screen, biochemical, fluorogenic H-Leu-NHMec substrate, 1536-well (AID 1619) | inhibition, % at 30 µM; hits with a dose series show IC50 in µM | 220,000 tested, 0.38% active | recombinant M17LAP, H-Leu-NHMec fluorogenic kinetic assay; higher % means a stronger effect;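 active means compound inhibiting the enzyme by more than half at any dose during confirmatory dose-response retesting; inconclusive means strong single-dose inhibitors picked by rank but not retested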;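 further: plate controls were full reaction with DMSO carrier for no effect and no enzyme background for full effect; strong numbers were not always called active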
TNAP activators = human TNAP enzyme activators, primary screen, biochemical, luminescent, no phosphate acceptor, uHTS (AID 1001); 200,000 tested, 0.03% active; purified TNAP, luminescent activation assay, no phosphate acceptor; higher activation fold means a stronger effect; activation fold at 20 µM; hits with a dose series show EC50 in µM; in the data active means activation fold from about 3, or a potency from the dose series; inactive means the rest, 99 in 100 with activation fold below about 1.6; further: many of its hits are not listed in these tables
T cell HTS = T cell immune modulators affecting CD8 T cell-vesicle binding | AID 2052 | 330,000 tested, 0.068% active | 2C CD8+ T cell-vesicle binding, flow cytometry; stronger effect = lower value | calls only at 7 µM;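 active means response, share of CD8 T cells binding vesicles, and their 90th percentile fluorescence all below set limits, cut at about 80% in these data, passing the limit was not always enough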
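Assay system: 2C TCR transgenic mouse naive CD8+ T cells, MACS-purified | Read-out: CD8+ gate FL2 mean fluorescence as % of same-row positive control | Signal: High-throughput flow cytometry with anti-B7-1 and anti-CD8 staining | Timing: Binding step 1.5 h, 37 °C, antibody labelling 20 min, ice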
PMI inhibitors = inhibitors of human PMI, primary screen, biochemical, fluorescence intensity, coupled assay (AID 1209); purified PMI enzyme, coupled fluorescence intensity; higher % means a stronger effect; one-dose inhibition, % at 20 µM; IC50 in µM for titrated hits; 190,000 tested, 0.42% active;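 further: plate controls were DMSO vehicle for no effect and wells lacking substrate for full effect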
UTI89 phage lysis = inhibition of K1F phage lysis, E. coli UTI89, bacterial capsule biogenesis inhibitors, alamar blue (AID 488966) | inhibition, % at 100 µM; hits with a dose series show IC50 in µM | 340,000 tested, 0.02% active | E. coli UTI89 K1F phage lysis, alamar blue, 2 h; higher % means a stronger effect;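 active means phage lysis inhibition, versus mean bacterial control, above a set limit; inconclusive means no clear call, values can overlap the other calls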;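 further: capsule biogenesis inhibitors block K1F phage lysis so surviving cells raise fluorescence; higher fluorescence means more inhibition of phage lysis; actives were called in the ten point dose series up to 300 µM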
RSV CPE inhibition = RSV antiviral activity via CPE protection, HEp-2 cells, primary 10 µM value included (AID 2391) | one-dose CPE inhibition, % at 10 µM; IC50 in µM for titrated hits | 310,000 tested, 0.13% active | HEp-2 cells, RSV-induced CPE inhibition; higher % means a stronger effect; in the data active means a potency from the dose series; inconclusive means CPE inhibition mostly from about 23% at the one dose, without a potency; inactive means the rest, 99 in 100 with CPE inhibition below about 21%; further: strong numbers were not always called active
M1AAP inhibition = P. falciparum M1AAP inhibitors, biochemical, fluorogenic H-Leu-NHMec substrate, 1536-well (AID 1445); recombinant M1AAP, H-Leu-NHMec fluorogenic kinetic assay; higher % means a stronger effect; inhibition, % at 30 µM; hits with a dose series show IC50 in µM; 220,000 tested, 0.42% active;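 active means primary inhibition above the hit cutoff, then over 50% inhibition at one or more dose response concentrations, cut at about 23% in these data, passing the limit was not always enough; inconclusive means conflicting primary data, or primary hits not chosen for dose response; inactive means low primary inhibition, or under 50% at every dose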;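 further: plate controls were DMSO full reaction for no effect and no enzyme background for full effect; strong numbers were not always called active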
T cell HTS vesicle-bound % = further read-out of T cell HTS, marked with its call; double positive events, %; measured here: CD8+ vesicle-bound cell fraction;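 binding gate set so that unloaded-vesicle control wells show 10% double positive cells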
* = called active by the depositor; i = inactive; ? = inconclusive; nt = not tested or not shown; [ ] = remark or other dose. Unless noted, no stated cut-off is given here; in the data, active means inhibition above about 50%; inactive means the rest.

SMILES	human PMI inhibitors	West Nile virus CPE	M17LAP inhibition	TNAP activators	T cell HTS	T cell HTS vesicle-bound %	PMI inhibitors	UTI89 phage lysis	RSV CPE inhibition	M1AAP inhibition
CCC(C(=O)NCc1ccco1)n1nc(C)n2c(cc3occc32)c1=O (stereo not drawn)	nt	-0.4%	nt	nt	i	18	nt	0.1%	2.4%	nt
C=CCOc1cccc(C2/C(=C(\O)c3ccc(F)cc3)C(=O)C(=O)N2CCN(C)C)c1 (stereo not drawn)	-4%	-0.2%	1%	1.1	i	36	2%	0.8%	1.7%	-4%
CCN(CC)CCN(C(=O)CCS(=O)(=O)c1ccccc1)c1nc2c(C)cc(C)cc2s1	nt	0.6%	nt	nt	i	13	nt	-0.1%	0.3%	nt
O=C(C1CC1(c1ccccc1)c1ccccc1)N1CCOCC1 (stereo not drawn)	2%	-0.1%	-20%	1.1	i	13	1%	5.5%	2.3%	-12%
CCC(C)(C(=O)NC1CCCCC1)N(Cc1ccco1)C(=O)c1cnccn1 (stereo not drawn)	6%	-0.6%	7%	1.1	i	49	14%	0.6%	1.1%	1%
CNC(=S)N1CCc2cc(OC)c(OC)cc2C1COc1ccc(OC)cc1 (stereo not drawn)	4%	0.4%	9%	1.1	i	60	7%	0.3%	1.9%	4%
CCOc1cc(-n2ncc(C#N)c2N)nc(SC)n1	9%	0.3%	-2%	1.1	i	29	4%	0.1%	45%	3%
CCCNC(=O)c1ccc(SCC(=O)N(CC)CC)c([N+](=O)[O-])c1	-6%	-0.6%	5%	1	i	50	-12%	0.2%	-1.7%	3%
OCCCNC(=S)Nc1ccc(Nc2ccccc2)cc1	3%	-0.8%	0%	1.1	i	40	5%	1.8%	0.7%	-1%
O=C1c2ccccc2C(=O)N1CCCC(=O)N1CCCc2ccccc21	11%	0.0%	7%	1.1	i	50	13%	0.0%	2.6%	6%
COc1cccc(NC(=O)c2nnn(Cc3ccc(Br)cc3F)c2N)c1	17%	-0.9%	-8%	1.1	i	58	13%	4.2%	0.7%	3%
Cn1c(CSc2nnc(SCc3ccccc3)s2)nc2ccccc21	7%	-0.6%	15%	1	i	17	6%	0.1%	?	-4%
Cc1ccc2cn[nH]c2c1[N+](=O)[O-]	7%	-0.4%	11%	0.9	i	39	0%	0.0%	40%	5%
COCCNc1nc(-c2ccccc2)nc2c1oc1ccccc12	nt	0.3%	-3%	nt	i	13	nt	0.5%	9.6%	2%
CCS(=O)(=O)N1Cc2ccccc2CC1C(=O)N1CCN(c2cccc(C)c2C)CC1 (stereo not drawn)	-67%	-0.9%	6%	1.1	i	28	-33%	1.1%	5.9%	11%
COc1cccc(C(=O)COC(=O)CCC(=O)NC2CCCCC2)c1	1%	0.2%	3%	1.1	i	65	-4%	0.1%	1.4%	2%
NC(=O)CSc1ccc(-c2ccc(F)cc2)nn1	2%	0.1%	3%	1	i	31	-7%	-0.2%	0.3%	1%
CCN1/C(=C/C(=O)c2ccco2)Sc2ccccc21	1%	-0.3%	4%	1	i	51	-11%	2.0%	8.7%	2%
CCN1CN(Cc2ccco2)CNC1=S	-11%	0.0%	7%	1.1	i	4	-8%	-1.9%	0.8%	2%
Cc1ccc(S[C@@H](CCN2CC[C@H](O)CCC2=O)c2ccccc2)cc1	nt	-1.2%	nt	nt	i	15	nt	0.8%	0.6%	nt
O=C(O)Cc1sc(Nc2ccccc2)nc1-c1cccs1	nt	-0.2%	18%	nt	i	54	nt	0.1%	1.4%	9%
CCCC1S/C(=N/N=C/c2ccco2)NC1=O (stereo not drawn)	14%	0.0%	19%	0.9	i	48	6%	4.1%	2.1%	15%
Cc1cccc(N=Nc2c(O)[nH]c3ccc(F)cc23)c1	0%	-0.4%	2%	1	i	44	-2%	0.0%	2.1%	4%
O=C(Nc1ccc2c(c1)OCO2)c1ccccc1SCC(=O)N1CCCC1	-8%	nt	6%	1	i	27	-5%	5.0%	1.0%	4%

Results in West Nile virus CPE, RSV CPE inhibition and UTI89 phage lysis (two entries from above):
SMILES | West Nile virus CPE | RSV CPE inhibition | UTI89 phage lysis
C=CCOc1cccc(C2/C(=C(\O)c3ccc(F)cc3)C(=O)C(=O)N2CCN(C)C)c1 (stereo not drawn) | -0.2% | 1.7% | 0.8%
CCCNC(=O)c1ccc(SCC(=O)N(CC)CC)c([N+](=O)[O-])c1 | -0.6% | -1.7% | 0.2%

New compounds follow:
SMILES	human PMI inhibitors	West Nile virus CPE	M17LAP inhibition	TNAP activators	T cell HTS	T cell HTS vesicle-bound %	PMI inhibitors	UTI89 phage lysis	RSV CPE inhibition	M1AAP inhibition
NNC(=O)CNC(=O)C12CC3CC(CC(C3)C1)C2	-1%	-0.1%	5%	1.1	i	45	1%	-1.1%	-0.1%	0%
O=C(O)CCCN1C(=O)/C(=C\c2ccccc2OCc2ccccc2)SC1=S	nt	0.2%	nt	nt	i	15	nt	-1.0%	18%	nt
O=C(Nc1ccc(N2CCN(C(=O)c3ccco3)CC2)c(Cl)c1)c1cc2ccccc2o1	17%	nt	3%	1	i	36	24%	0.6%	-3.4%	5%
N#CCc1ccc(NC(=O)Cn2c(=O)oc3ccccc32)cc1	nt	-0.7%	nt	nt	i	61	nt	0.3%	3.1%	nt
CN(C)/C=C/C(=O)c1cnc(-c2ccc(Cl)cc2)s1	1%	-0.4%	5%	1.1	i	8	-2%	nt	18%	8%
COC(=O)CN1C(=O)C2(C(C#N)=C(N)Oc3cc(C)oc(=O)c32)c2ccccc21 (stereo not drawn)	8%	-0.4%	-2%	1.1	i	40	9%	3.7%	0.0%	1%
Cc1ccccc1CSCC(=O)NNC(=S)NCC1CCCO1 (stereo not drawn)	nt	-0.4%	nt	nt	i	59	nt	1.3%[50 µM]	15%	nt
O=C(NCc1ccccc1F)C(c1ccccc1)c1ccccc1	nt	-1.1%	nt	nt	i	45	nt	0.1%	0.6%	nt
Clc1nc2c(ccc3ccccc32)[nH]1	nt	0.9%	11%	nt	i	51	nt	nt	nt	6%
CC(CNC(=O)CCS(=O)(=O)c1cc2c(cc1Cl)NC(=O)CO2)c1ccccc1 (stereo not drawn)	nt	-0.4%	nt	nt	i	65	nt	-4.5%	1.0%	nt
CC(=O)c1ccc(NC(=S)NCCCN2CCOCC2)cc1	7%	-0.2%	4%	1.1	i	2	9%	-0.2%	0.3%	0%
COc1ccc(S(=O)(=O)N2CCOCC2)cc1N(C)S(=O)(=O)c1ccc(C)cc1	nt	-0.6%	nt	nt	i	17	nt	0.3%[50 µM]	1.6%	nt
Cc1ccc(-n2nc3c(=O)n(CC(=O)NCCc4ccco4)nc(C)c3c2C)cc1	nt	-0.7%	nt	nt	i	20	nt	-0.2%	13%	nt
COc1ccc(Oc2ccc(N/C=C3\CCCC3=O)cc2)cc1	-6%	-0.4%	4%	1.1	i	2	-1%	0.3%	2.2%	3%
CC(Sc1nc2c(cc1C#N)CCCCC2)C(=O)O (stereo not drawn)	-2%	0.5%	0%	1.1	i	42	1%	nt	-1.1%	3%
COc1cc(OC)c(C2N(c3ccc(Cl)c(Cl)c3)C(=O)C3CCCN32)cc1OC (stereo not drawn)	21%	-0.3%	11%	1	i	13	11%	0.5%	-0.2%	2%
NC(=O)CSc1nnc(Cc2ccc3c(c2)OCO3)n1C1CCCCC1	2%	-0.5%	-3%	1.1	i	16	1%	0.1%	-1.5%	3%
Cc1cc(=O)oc(C)c1C(=O)N[C@@H](Cc1ccccc1)C(=O)O	nt	0.0%	nt	nt	i	22	nt	1.3%[50 µM]	1.1%	nt
CCN(CC)S(=O)(=O)c1cc(NC(=O)C2Cc3ccccc3C(=O)O2)ccc1C (stereo not drawn)	nt	0.2%	nt	nt	i	33	nt	0.2%	11%	nt
O=c1cc[nH]c2ccc([N+](=O)[O-])cc12	0%	0.3%	-2%	1.1	i	27	-7%	0.5%	0.8%	1%
CN(C)CCCN(C(=O)c1ccc(S(=O)(=O)N2CCc3ccccc3C2)cc1)c1nc2c(F)cccc2s1	nt	-0.3%	nt	nt	i	6	nt	-0.6%[50 µM]	1.3%	nt
CC(=O)NC[C@H]1CN(c2ccc(N3CCOCC3)c(F)c2)C(=O)O1	4%	-1.0%	-1%	1.1	i	36	6%	nt	0.8%	-2%
COc1ccc(N2CCN(C(=O)c3oc4ccccc4c3NC(=O)Cc3ccc(OC)c(OC)c3)CC2)cc1	nt	-0.3%	nt	nt	i	26	nt	0.5%	4.6%	nt
CC(=O)c1ccc(OCC(O)CN2CCc3ccccc3C2)cc1 (stereo not drawn)	nt	-0.6%	nt	nt	i	19	nt	0.2%	0.6%	nt
C=CCn1c(SCC(=O)Nc2nnc(CC)s2)nnc1-c1cccnc1	0%	0.5%	5%	1.1	i	14	-3%	0.9%	2.5%	-3%
COc1cc(C)c(S(=O)(=O)NCc2ccc3c(c2)OCO3)cc1C	3%	-0.1%	-2%	1	i	28	6%	0.3%	0.4%	8%
CCn1cc(C(=O)OCC(=O)Nc2ccc(S(=O)(=O)N3CCCC3)cc2)c(=O)c2ccc(C)nc21	4%	-0.7%	-6%	1.1	i	26	11%	1.4%	2.7%	-7%
Nc1nc(SCc2ccc(Br)cc2)n[nH]1	nt	-0.8%	nt	nt	i	30	nt	0.1%	0.5%	nt
Cc1ccc(CSCCNC(=O)c2cccc([N+](=O)[O-])c2)cc1	-5%	-1.0%	-7%	1	i	43	-12%	5.8%	22%	6%
CCCn1c(=N)n(CC(=O)c2ccc([N+](=O)[O-])cc2)c2ccccc21	-14%	-0.7%	5%	1	i	28	-17%	-0.2%	18%	8%
COc1ccc(CCN2C(=O)CC(Cc3ccc(C)cc3)C2=O)cc1OC (stereo not drawn)	9%	-2.0%	-19%	1	i	54	2%	0.1%	11%	-3%
CCOC(=O)c1c(C)nc2c(c1C)/C(=N/O)CC(C)(C)C2	13%	-0.7%	-7%	1.1	i	17	9%	1.4%	5.6%	-1%
O=C(NCc1ccccc1)c1ccc(F)c(S(=O)(=O)N2CCOCC2)c1	3%	-0.4%	-5%	1.1	i	3	7%	0.6%	0.7%	1%
COc1cc([N+](=O)[O-])ccc1NC(=O)Cc1ccc(F)cc1	8%	-0.7%	16%	1.2	i	31	1%	-0.6%	1.8%	3%
CCCc1nnc(NC(=O)CCS(=O)(=O)c2ccccc2)s1	nt	0.1%	nt	nt	i	23	nt	0.9%	0.7%	nt
CC1=NN(c2ccccc2)C(=O)C1N=Nc1ccc(N)cc1 (stereo not drawn)	9%	0.7%	20%	0.9	i	50	21%	1.1%	9.0%	10%
